SUMO Mot1 rescue – SUMOylation pathway inhibition by Mot1-301 growth rescue; S. cerevisiae Mot1-301 growth rescue, ATP luminescence, 38.5C; percent above DMSO median, 100 means doubled; growth rescue, % at 18.8 µM; 1% of 320,000 active;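 active = every valid replicate shows activation above 250% relative to neutral control wells; inactive = the rest, any valid replicate at or below 250%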;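 also: OY570 slx delta 5 strain wells were the positive control but not used for scaling; some compounds called inactive have numbers as strong as hits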
Pemphigus Ab inh – inhibitors of pemphigus antibody binding to human desmoglein-3 | DSG3-coupled beads, scFv-anti-DSG3-GFP binding, flow cytometry; active compounds read low | binding (percent of control), % at 10 µM | 0.48% of 310,000 active;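 active = binding more than 3 SD below its plate's average and above zero; inconclusive = below that plate limit but binding exactly zero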;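 also: hits lower antibody fragment binding to DSG3; some compounds called inactive have numbers as strong as hits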
NSD2 HMT inh – blocks human histone methyltransferase NSD2 | NSD2 peptide methylation, AlphaScreen, 120 min | inhibition, % at 12.5 µM | 0.54% of 310,000 active; in the data active = inhibition above about 50%
PKA-R1A activ – PKA-R1A complex activation. P00514+P68181. PKA-R1A dissociation, Cy5-IP20 fluorescence polarization; scaled: DMSO 0%, 113 µM cGMP 100%. activation, % at 11.4 µM. 0.083% of 340,000 active. AID 504707;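 active = percent activation above the mean of all tested compounds plus 3 SD, cut at about 19% in these data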;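 also: higher means more PKAc released from R1A so a rise in polarization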
Arrestin-AP2 inh – human beta-arrestin and AP2 interaction inhibition | FITC-arrestin peptide / GST-AP2 beads, flow cytometry; AP2 beta2 appendage carries R879A mutation | inhibition, % at 10 µM | 0.31% of 340,000 active | AID 504490;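 active = inhibition above a set limit, near 3 SD of compounds lacking own fluorescence, cut at about 54% in these data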;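 also: plate controls were DMSO wells for no effect and 5 µM unlabelled arrestin peptide for full effect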
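System: GST-tagged AP2 beta2-adaptin appendage (R879A) on 4 µm glutathione beads / Reagent: FITC-arrestin peptide, 50 nM / Detection: HyperCyt-sampled flow cytometry, FL1 channel, ex 488/em 535 nm / Timing: 12 min plus 1 h, RT / Buffer or medium: PBS plus Tween 20 (0.05%) and BSA (0.1%)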
MITF TRPM1 HTS – increases MITF-driven TRPM1 promoter luciferase signal; activation, % at 12.5 µM; 0.75% of 300,000 active; SK-MEL-5 TRPM1-promoter luciferase, 24 h; % of positive control, neutral wells = 0;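 active = mean activation of at least 80% with every replicate also reaching 80%; inconclusive = mean reaches 80% but some replicate falls short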;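 also: 0% = neutral control wells and 100% = parthenolide positive control wells; values of inactives mirror those of a sister screen read the other way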
SR-BI uptake up – activators of SR-BI mediated HDL lipid uptake; CHO ldlA[mSR-BI] cells, DiI-HDL uptake fluorescence, 3 h; 100 = double the neutral-control signal; activation, % at 12.5 µM; 0.096% of 320,000 active;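 active = mean replicate activation of at least 60% and every replicate at or above 60%; inconclusive = mean or all-replicate condition met, but not both; inactive = mean below 60% and not all replicates reaching 60%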;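 also: 0% = median plate neutral-control signal and 100% = twice that signal; values of inactives mirror those of a sister screen read the other way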
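Assay system: LDL receptor-deficient CHO ldlA cells overexpressing murine SR-BI / Medium: BSA-supplemented, HEPES-buffered Ham's F12, pH 7.4 / Probe or stimulus: DiI-labelled HDL at 10 µg/mL final / Timing: compound with DiI-HDL co-incubation, 3 h at 37 °C / Technique: bottom-read cell fluorescence after medium removal, ex 550/em 595 nm / Measure: HDL uptake via cellular fluorescence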
PKA-R2B act – PKA-R2B complex activation; P22694+P31323; PKA-R2B holoenzyme dissociation, Cy5-IP20 fluorescence polarization; R2B truncated from residue 108, S112A mutant; 0% DMSO only, 100% 113 µM cGMP; activation, % at 11.4 µM; 0.079% of 340,000 active;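 active = activation above a cutoff set at the mean over all compounds plus 3 SD, cut at about 18% in these data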;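 also: higher means more holoenzyme dissociation and a rise in polarization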
Target sequence (P31323 whole entry, looked up, other chains not shown, the tested form may be a part): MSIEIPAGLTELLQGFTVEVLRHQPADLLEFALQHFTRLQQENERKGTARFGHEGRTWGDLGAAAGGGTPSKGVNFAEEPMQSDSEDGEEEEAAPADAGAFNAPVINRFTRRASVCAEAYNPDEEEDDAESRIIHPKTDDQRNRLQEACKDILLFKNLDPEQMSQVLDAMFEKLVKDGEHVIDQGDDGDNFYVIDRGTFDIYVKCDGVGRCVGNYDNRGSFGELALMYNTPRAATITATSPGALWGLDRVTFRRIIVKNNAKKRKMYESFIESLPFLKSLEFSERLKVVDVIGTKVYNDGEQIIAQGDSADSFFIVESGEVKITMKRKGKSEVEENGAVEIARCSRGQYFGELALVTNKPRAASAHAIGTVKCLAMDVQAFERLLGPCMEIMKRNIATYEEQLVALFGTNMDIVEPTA
CDK5 inh – inhibitors of human CDK5/p35 kinase. Recombinant CDK5/p35, ADP-Glo luminescence, 60 min. inhibition, % at 10 µM. 0.01% of 330,000 active. AID 488839;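 active = highest replicate inhibition of at least 50% and at least 75% of replicates reaching 50%; inconclusive = only one of the two criteria met; inactive = both criteria failed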;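 also: plate controls were DMSO neutral control for no effect and GW8510 at 10 µM for full effect; many of its hits are not listed in these tables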
Target sequence (Q00535 whole entry, looked up): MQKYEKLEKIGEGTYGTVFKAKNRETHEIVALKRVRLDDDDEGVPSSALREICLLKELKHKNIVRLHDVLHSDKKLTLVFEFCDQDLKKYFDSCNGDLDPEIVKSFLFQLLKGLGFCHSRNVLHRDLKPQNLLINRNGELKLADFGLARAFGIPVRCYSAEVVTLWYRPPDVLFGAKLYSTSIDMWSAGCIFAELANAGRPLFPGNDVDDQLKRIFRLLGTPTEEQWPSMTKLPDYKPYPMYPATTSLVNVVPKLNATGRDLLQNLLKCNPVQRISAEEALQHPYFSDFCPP
Target sequence (Q15078 whole entry, looked up): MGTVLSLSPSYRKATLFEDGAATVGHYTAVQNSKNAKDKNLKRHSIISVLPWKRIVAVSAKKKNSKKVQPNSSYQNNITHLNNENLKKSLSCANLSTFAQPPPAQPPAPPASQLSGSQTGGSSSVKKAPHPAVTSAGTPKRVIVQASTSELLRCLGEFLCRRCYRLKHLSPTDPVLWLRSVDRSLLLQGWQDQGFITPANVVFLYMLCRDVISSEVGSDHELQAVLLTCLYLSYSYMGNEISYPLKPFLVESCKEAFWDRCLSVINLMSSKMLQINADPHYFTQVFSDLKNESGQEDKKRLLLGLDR
dFosB act – mouse delta FosB homodimer activation; P13346; activation, % at 25 µM; purified delta FosB, TAMRA-CDK5 oligo fluorescence polarization; percent of positive-control signal above neutral wells; AID 493131; 0.99% of 340,000 active;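 active = mean activation above about 17%, with every replicate also reaching it, limit read from the data, passing the limit was not always enough; inconclusive = only one of the two conditions met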;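 also: fluorescence polarization rise as delta FosB binds a TAMRA Cdk5 AP-1 oligo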
SR-BI HDL uptake – inhibitors of mouse SR-BI mediated HDL lipid uptake; Q61009; ldlA[mSR-BI] CHO cells, DiI-HDL uptake fluorescence, 3 h; inhibition, % at 12.5 µM; 0.96% of 320,000 active;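 active = mean replicate inhibition of at least 70% and a set share of replicates each scoring 70 or more; inconclusive = meets just one of the two criteria; inactive = fails both criteria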;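 also: 0% = median of neutral control wells and 100% = median of positive control wells; values of inactives mirror those of a sister screen read the other way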
Starred values were filed as active, the others as inactive; ? = inconclusive; . = no result given.

SUMO Mot1 rescue | Pemphigus Ab inh | NSD2 HMT inh | PKA-R1A activ | Arrestin-AP2 inh | MITF TRPM1 HTS | SR-BI uptake up | PKA-R2B act | CDK5 inh | dFosB act | SR-BI HDL uptake | canonical_smiles
-10 | 100 | -8 | -3 | 14 | -3 | -26 | -1 | 2.0 | -6 | 26 | COc1cc(C(=O)Nc2ccc(S(=O)(=O)NC(C)C)cc2)cc(OC)c1OC
. | 102 | 1 | 11 | -3 | -5 | 20 | -2 | 0.8 | -6 | -20 | COc1ccc(S(=O)(=O)N2CCOCC2)cc1NC(=O)c1ccc(=O)[nH]c1
-13 | 89 | . | 0 | 0 | -2 | -8 | -6 | -4.2 | 2 | 8 | O=C(Nc1nc(-c2cccnc2)cs1)c1ccc(S(=O)(=O)N2CCOCC2)cc1
21 | 99 | 3 | -6 | 1 | -17 | -9 | 5 | 0.2 | -12 | 9 | COCC1CCCN(C(=O)c2cc(COc3cccc4cccnc34)on2)C1 (configuration not stated)
1 | 123 | -2 | 11 | 1 | -6 | -26 | 4 | 1.6 | -3 | 26 | COC(=O)c1cc2sccc2n1Cc1nc(-c2ccc(OC)cc2)oc1C
-6 | 108 | 0 | -13 | -3 | -6 | . | -5 | -0.2 | 8 | -3 | Cc1cc(C)c(NC(=O)CSc2ccc(-c3ccccn3)nn2)c(C)c1
-5 | 99 | 24 | -1 | 25 | -1 | 33 | 1 | -0.6 | 5 | -33 | CCc1nc(C)cc(N)c1OCc1ccccc1
255 | 79 | -4 | 7 | 0 | 37 | -6 | 3 | 0.6 | -3 | 6 | Cc1cccc(C)c1OCc1cc(C(=O)NC2CCC2)no1
-15 | 90 | 1 | -6 | 1 | -1 | 22 | -4 | 1.4 | -2 | -22 | Fc1ccc2c(c1)[C@H]1OCC[C@H]1[C@@H](c1ccco1)N2
72 | 101 | 1 | 13 | -2 | -7 | -4 | -5 | 0.6 | 1 | 4 | CCCCC(=O)NC1(C(F)(F)F)C(=O)Nc2c1c(=O)[nH]c(=O)n2Cc1ccco1 (configuration not stated)

The list goes on (2 carried over from the part before).
SUMO Mot1 rescue | Pemphigus Ab inh | NSD2 HMT inh | PKA-R1A activ | Arrestin-AP2 inh | MITF TRPM1 HTS | SR-BI uptake up | PKA-R2B act | CDK5 inh | dFosB act | SR-BI HDL uptake | canonical_smiles
-15 | 90 | 1 | -6 | 1 | -1 | 22 | -4 | 1.4 | -2 | -22 | Fc1ccc2c(c1)[C@H]1OCC[C@H]1[C@@H](c1ccco1)N2
72 | 101 | 1 | 13 | -2 | -7 | -4 | -5 | 0.6 | 1 | 4 | CCCCC(=O)NC1(C(F)(F)F)C(=O)Nc2c1c(=O)[nH]c(=O)n2Cc1ccco1 (configuration not stated)
. | 113 | 1 | 2 | -2 | -11 | 21 | -1 | -0.7 | 1 | -21 | COCCN(C(=O)c1ccc(C)c(S(=O)(=O)N2CCOCC2)c1)c1c(N)n(CC(C)C)c(=O)[nH]c1=O
. | 100 | 76* | -7 | 34 | -9 | -1 | 4 | -4.3 | -4 | 1 | Cc1cc(/C=C(/C#N)c2nc3ccccc3[nH]2)c(C)n1-c1cc(C(=O)O)cc(C(=O)O)c1
35 | 112 | 0 | -6 | 8 | . | -54 | -8 | 0.0 | -5 | 54 | CCC(C(=O)Nc1cc(OC)c(NC(=O)c2ccccc2)cc1OC)c1ccccc1 (configuration not stated)
-13 | . | 0 | -8 | 5 | -9 | . | -9 | 0.5 | -3 | . | CCC(CC)c1nnc(NC(=O)C2CCN(C(=O)c3ccco3)CC2)s1
5 | 104 | . | -2 | -1 | -3 | ? | -8 | -0.2 | 0 | -109 | O=C(C1CCC(C(=O)N2CCc3ccccc32)CC1)N1CCc2ccccc21 (configuration not stated)
206 | 99 | 0 | 8 | -27 | -8 | 28 | -3 | 1.8 | 4 | -28 | COC(=O)c1ccc(NC(=O)[C@H](C)NC(N)=O)cc1
4 | 106 | -3 | -8 | -1 | 15 | 13 | 1 | 0.2 | -1 | -13 | Cc1ccc(S(=O)(=O)CC(=O)c2ccccc2)cc1
3 | 100 | -3 | 6 | 10 | -7 | -4 | 10 | 0.0 | -2 | 4 | CN(CC(N)=O)S(=O)(=O)c1ccc(F)cc1
0 | 99 | 4 | 1 | -1 | -11 | -16 | -2 | -0.3 | -7 | 16 | O=C(Nc1ccc(S(=O)(=O)N2CCc3ccccc3C2)cc1)C1CCCO1 (configuration not stated)
-17 | 120 | -2 | 0 | 0 | 10 | 4 | -11 | -0.3 | -1 | -4 | O=C(NCCOc1ccc(Cl)cc1)c1ccco1
-13 | 103 | . | -4 | 5 | 9 | 4 | -4 | 0.1 | -4 | -4 | COc1ccc2c(c1OC)C(=O)N1C2SC(C)(C)[C@H]1C(=O)NC(C)C (some centres not stated)
. | 126 | 1 | -8 | 36 | -2 | -4 | -14 | 0.2 | -3 | 4 | CCSc1cnnc2ccccc12
-14 | 101 | 3 | 6 | -13 | -6 | -5 | 4 | 2.2 | -6 | 5 | CCC(C)N1CC(=O)N2C(c3ccc(OC)cc3OC)c3[nH]c4ccccc4c3C[C@H]2C1=O (some centres not stated)
10 | . | 8 | -4 | 0 | 5 | 4 | -8 | -1.8 | -1 | -4 | CCN(CC)CC(O)COc1ccc2c(c1)OCO2 (configuration not stated)
-17 | 109 | -5 | -2 | 31 | 36 | -6 | 4 | -4.5 | -13 | 6 | CC(C)CN1C(=O)c2ccc(NC(=O)c3ccco3)cc2C1=O
-4 | 78 | -3 | -3 | 0 | 31 | -12 | -2 | 3.5 | -2 | 12 | Cc1c([N+](=O)[O-])c(C(=O)Nc2ccc3c(c2)OCCO3)nn1C
-11 | 101 | 3 | 7 | 2 | 36 | -31 | -7 | 1.1 | -47 | 31 | O=C(N/N=C/c1cccc(Oc2ccccc2)c1)c1cccc(O)c1
147 | . | -5 | -6 | -12 | -1 | 4 | -6 | 1.8 | -1 | -4 | C=C(C)CNC(=S)N/N=C/c1ccccc1OCC(=O)O
. | 90 | 162* | -1 | 6 | -16 | -7 | -12 | -0.9 | -15 | 7 | CCCCn1c(NC(=O)c2ccccc2)c(C#N)c2nc3ccccc3nc21
-12 | 98 | . | -4 | 13 | 0 | 18 | 7 | -1.7 | -7 | -18 | CC(=O)N1CCN(c2cc3c(cc2F)c(=O)c(C(=O)O)cn3C2CC2)CC1
. | 86 | 3 | -1 | -7 | 8 | 21 | -2 | -1.3 | 37* | -21 | O=C(Cn1c2ccccc2c(=O)c2ccccc21)Nc1cccc(F)c1
1 | 99 | 86* | -8 | 9 | 70 | . | 0 | -0.9 | -9 | . | OC(COc1ccc2ccccc2c1Cl)CN1CCOCC1 (configuration not stated)
-10 | . | 5 | -2 | -4 | -12 | 10 | 3 | 0.6 | -11 | -10 | COc1cccc(N=Nc2c(N)[nH]n3c(=O)cc(-c4ccccc4)nc23)c1
. | 94 | 4 | -3 | -14 | 1 | -34 | -1 | 0.8 | -11 | 34 | C=CCn1c(CCNC(=O)c2cccs2)nnc1SCC(=O)c1ccc(Cl)cc1
-12 | 100 | -4 | 5 | -4 | -9 | -7 | -3 | -2.0 | -4 | 7 | CCC(C)n1nccc1NC(=O)C(C)OC(=O)c1cc2ccccc2[nH]1 (configuration not stated)
-5 | 97 | -2 | -6 | 12 | 8 | -11 | -3 | 0.4 | -9 | 11 | CC1CN(C(=O)CSc2nc(-c3ccccc3)cs2)CC(C)O1 (configuration not stated)
5 | 101 | 11 | -3 | -6 | -4 | 22 | -10 | 1.4 | 6 | -22 | CC(=O)Nc1ccc(C(=O)NNC(=O)CCCCC(=O)NNC(=O)c2ccc(NC(C)=O)cc2)cc1
-7 | 103 | 2 | -8 | -10 | -11 | . | 10 | 2.1 | -11 | . | O=c1c2c([nH]c3ccccc13)CCCCC2
11 | 94 | 0 | -8 | -7 | 9 | -17 | -4 | 3.3 | 6 | 17 | COc1ccc(-c2csc(NC(=O)CSc3n[nH]c(N)n3)n2)cc1
121 | 111 | -1 | 0 | -7 | -3 | . | -9 | 0.6 | ? | . | O=S(=O)(Nc1cccnc1)c1ccc(C2CCCCC2)cc1
4 | 97 | . | -2 | 32 | -4 | 4 | -11 | 0.4 | -2 | -4 | C=C(C)C(=O)Nc1cccc(C2=NOC3(C2)C[C@@H](C(N)=O)N(C(=O)[C@H]2CCC(=O)N2)C3)c1 (some centres not stated)
-16 | 101 | 2 | -6 | 5 | 8 | 27 | -13 | -16 | -5 | -27 | Nc1ccc(C2(c3ccc(N)cc3)C(=O)Nc3ccccc32)cc1
4 | 102 | 8 | 5 | 35 | -6 | 22 | -2 | 0.5 | -1 | -22 | Cc1cc(C)c(NC(=S)N(Cc2cccnc2)Cc2ccco2)c(C)c1
15 | 105 | -3 | 6 | -15 | 3 | 15 | -7 | -2.6 | -1 | -15 | O=C(CSc1nnc(-c2ccccc2Br)o1)Nc1nncs1
14 | 105 | -2 | 0 | -3 | 3 | -9 | -4 | 1.6 | -7 | 9 | CCNC(=O)N1CCCC(C(=O)c2ccc(OC)c(OC)c2)C1 (configuration not stated)
-30 | 98 | 98* | 7 | 16 | 23 | . | -7 | 0.3 | -7 | . | CC1CN(Cc2c(O)ccc3c2oc(=O)c2ccccc23)CC(C)O1 (configuration not stated)
11 | 114 | -3 | -3 | 4 | 11 | -11 | 3 | 2.4 | -14 | 11 | CCOc1ccc(C(=O)NCC(=O)OCc2c(C)noc2C)cc1OCC
8 | 92 | -2 | -7 | 22 | 5 | -3 | 1 | 0.3 | 4 | 3 | COc1ccc(CCNC(=O)c2c(C)nc3ccccn23)cc1OC
. | . | -2 | 4 | 13 | -12 | 27 | -3 | -3.5 | -2 | -27 | COc1ccc(NC(C)=O)c([N+](=O)[O-])c1[N+](=O)[O-]
2 | 99 | -2 | 6 | 5 | 10 | 31 | -3 | -1.1 | 4 | -31 | CCOP(=O)(OCC)C(NC(=O)Nc1ccccc1)C(N)=O (configuration not stated)
6 | 87 | 1 | -5 | 0 | 7 | -6 | 7 | 0.5 | -16 | 6 | Cc1ccc(-n2c(Cc3cccs3)nnc2SCC(=O)OC(C)C)cc1

Source: PubChem BioAssay (several laboratories)
